# Nrf2 ARE act: qHTS of Nrf2 Activators; AREc32 ARE-luciferase reporter (MCF7-derived line), luminescence, 24 h; hit rate 0.31% among 410,000; Potency, µM (series often up to 46.1 µM), without a hit: at the highest dose activation, most hits filed as activators; note: % of control where 0% means no effect; nearly all actives have a fitted effect of over 65% in size
#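 AREc32 cells carrying an ARE-driven firefly luciferase, 1000 cells/well in OPTI-MEM with 5% FBS, dosed after overnight attachment and incubated 24 hr at 37 deg C. Steady-Glo luminescence read after 30 min at RT.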
# Nrf2 inh: Nrf2 qHTS screen for inhibitors. A549 ARE-Fluc reporter, luciferase luminescence, 18-24 h. Potency, µM (series often up to 46 µM), for inactives: at the highest dose activity change, negative = inhibition, most hits filed as inhibitors. hit rate 2.1% among 360,000; note: % is set by controls: 0 for no effect and ±100 for the full control effect; nearly all actives have a fitted effect of over 60% in size
#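 Two sequential reads on A549 ARE_Fluc cells exposed to compound for 18-24 h: a CellTiter-Fluor fluorescence read for viability, then a luciferase luminescence read for Nrf2/ARE activity.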
# TGFb SMAD3 inh: qHTS for Inhibitors of TGF-b. HepG2 CAGA-GFP TGF-b/SMAD3 reporter, GFP fluorescence, 18 h; TGF-beta stimulated, 500 pg/mL final. Potency, µM (doses to about 46.1 µM), inactives show at the highest dose activity, negative = inhibition, usual class: inhibitors. hit rate 1.2% among 410,000. AID 588855, 2011; note: % is set by controls: 0 for no effect and ±100 for the full control effect; nearly all actives have a fitted effect of over 65% in size
#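 Inhibition of TGF-beta-driven CAGA-GFP reporter expression in HEPG2 cells is measured by cellular GFP fluorescence after 18 h stimulation with 500 pg/mL recombinant TGF-beta in 1% FBS medium at 37 degrees C.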
# MCF10A rereplic: A quantitative high throughput screen for small molecules that induce DNA re-replication in MCF 10a normal breast cells; MCF 10A DNA re-replication, Hoechst nuclear intensity, 48 h; Potency, µM (highest dose often 46.1 µM), without a hit: at the highest dose activity, positive = re-replication, most hits filed as activators; hit rate 2.9% among 350,000; note: % of control where 0% means no effect; nearly all actives have a fitted effect of over 50% in size
# S2 tox: Viability Counterscreen for Primary qHTS for Inhibitors of ATXN expression; S2 cells (HEK-293 line with an ATXN2-luciferase reporter) viability, CellTiter-Fluor protease fluorescence, 24 h; Potency, µM (titrated, usually from 56.7 µM), actives largely listed as cytotoxic; hit rate 0.49% among 400,000; AID 651635, 2014; note: nearly all actives have a fitted effect of over 40% in size
# EPAC2 antag: qHTS for Antagonist of cAMP-regulated guanine nucleotide exchange factor 2 (EPAC2): primary screen | Rap guanine nucleotide exchange factor 4 (Homo sapiens), Q8WZA2 | EPAC2 GEF exchange of Rap1B-BODIPY-GDP, fluorescence | Potency, µM (doses to about 114 µM), for the others: top-dose activity, negative = inhibition, usual class: inhibitors | hit rate 0.18% among 360,000 | AID 720708, 2013; note: % is set by controls: 0 for no effect and ±100 for the full control effect; nearly all actives have a fitted effect of over 45% in size; many of its hits are not listed in these tables
# Target sequence (Q8WZA2 whole entry, looked up): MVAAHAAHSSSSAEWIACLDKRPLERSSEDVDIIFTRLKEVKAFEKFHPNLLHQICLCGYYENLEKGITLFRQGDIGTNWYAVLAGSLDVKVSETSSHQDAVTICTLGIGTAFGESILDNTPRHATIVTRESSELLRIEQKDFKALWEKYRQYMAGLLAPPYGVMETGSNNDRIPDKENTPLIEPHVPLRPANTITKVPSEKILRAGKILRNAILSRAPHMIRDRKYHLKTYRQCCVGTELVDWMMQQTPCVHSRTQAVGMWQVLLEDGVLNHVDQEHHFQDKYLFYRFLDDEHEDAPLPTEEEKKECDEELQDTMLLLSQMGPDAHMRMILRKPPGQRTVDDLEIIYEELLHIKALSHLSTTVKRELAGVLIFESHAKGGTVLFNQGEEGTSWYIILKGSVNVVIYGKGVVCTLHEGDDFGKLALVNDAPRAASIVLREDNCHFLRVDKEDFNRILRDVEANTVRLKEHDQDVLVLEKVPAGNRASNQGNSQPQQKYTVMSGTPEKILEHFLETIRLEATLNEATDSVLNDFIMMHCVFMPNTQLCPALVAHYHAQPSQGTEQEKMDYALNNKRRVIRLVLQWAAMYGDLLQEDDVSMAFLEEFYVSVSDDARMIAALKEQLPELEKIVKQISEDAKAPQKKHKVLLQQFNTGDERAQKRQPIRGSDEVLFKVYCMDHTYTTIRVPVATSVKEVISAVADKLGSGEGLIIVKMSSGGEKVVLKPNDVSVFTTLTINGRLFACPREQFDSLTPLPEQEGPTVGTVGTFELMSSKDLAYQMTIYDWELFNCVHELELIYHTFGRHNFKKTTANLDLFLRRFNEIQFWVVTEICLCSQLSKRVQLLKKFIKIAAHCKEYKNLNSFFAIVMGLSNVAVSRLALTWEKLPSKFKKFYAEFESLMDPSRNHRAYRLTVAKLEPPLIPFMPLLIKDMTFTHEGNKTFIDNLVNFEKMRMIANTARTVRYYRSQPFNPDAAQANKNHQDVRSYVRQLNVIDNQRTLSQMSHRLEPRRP
# HepG2 viability: qHTS for Inhibitors of TGF-b: Cytotox Counterscreen | HepG2 CAGA-GFP viability, ATP luminescence, 18 h | hit rate 0.76% among 410,000 | Potency, µM (series often up to 46.1 µM), inactives show at the top dose activity change, negative = cytotoxicity, hits mostly cytotoxic | AID 588856, 2011; note: some results filed as inactive show a strong effect at the top dose
#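 HepG2 CAGA-GFP cells (1000/well, DMEM with 1% FBS) received compound, then TGF-beta at 500 pg/mL final, and were incubated 18 hours at 37 degrees C. Viability was read by CellTiter-Glo luminescence. Media-only wells were set as complete cell-killing and DMSO as no toxicity.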
# A549 tox: Nrf2 qHTS screen for inhibitors: counterscreen for cytotoxicity; A549 ARE-Fluc cells, CellTiter-Fluor viability, 18-24 h; Potency, µM (top dose mostly 46 µM), inactives show top-dose activity change, negative = cytotoxicity, hits mostly inhibitors; hit rate 0.16% among 390,000; note: % is set by controls: 0 for no effect and ±100 for the full control effect
#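 A549 ARE-Fluc cells in 5% FBS OPTI-MEM, 5000 cells/well, rested 2 h then exposed to compounds in concentration-response for 18-24 h at 37 °C. Viability by CellTiter-Fluor fluorescence (Ex 405/Em 525) after 30 min; luciferase luminescence (BugLite, 15 min, RT) read afterwards.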
# ATXN2 expr inh: Primary qHTS for Inhibitors of ATXN expression | HEK-293 ATXN2-luciferase reporter, luminescence, 24 h | hit rate 0.72% among 360,000 | AID 1745845, 2022 | Potency, µM (top dose mostly 57 µM), for the others: top-dose activity change, negative = inhibition, most hits filed as inhibitors; note: % is set by controls: 0 for no effect and ±100 for the full control effect; nearly all actives have a fitted effect of over 55% in size
#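 ATXN2-luciferase reporter cells (luciferase flanked by upstream and downstream ATXN2 gene portions) were treated 24 h at 37 °C with compounds at up to 57 uM. SteadyGlo luminescence gave expression; GF-AFC fluorescence gave viability.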
# * hit, by the source's call; i = inactive; ? = inconclusive; · = not tested or not shown; [ ] = another dose, or the depositor's remark. Calls come from the whole dose curve; as a rule, active = well fitted curve in the direction sought with a large enough effect; inconclusive = small, poorly fitted or top-dose-only effect, or another doubt; inactive = no such curve, though single readings can be large; an effect the other way counts as inactive or inconclusive. Potency is the fitted concentration of half-maximal effect.
Compound | Nrf2 ARE act | Nrf2 inh | TGFb SMAD3 inh | MCF10A rereplic | S2 tox | EPAC2 antag | HepG2 viability | A549 tox | ATXN2 expr inh
CC[C@]12c3[nH]c4ccc(Cl)cc4c3CCN1C(=O)[C@@H](CC(=O)NCCCN(C)C)C[C@@H]2C(=O)N1CCN(C(=O)c2ccco2)CC1 | 0.3% | -6% | -1% | -2% | i | 0% | -4% | 2% | 1%
CCCN1C(=O)c2cc(C(=O)NCc3ccc(OC)cc3)ccc2C1O (configuration not stated) | 0.0% | 14% | -13% | 0% | i | 0% | 7% | 6% | 1%
CCOC(=O)C1=CN(Cc2cccc(Br)c2)S(=O)(=O)N(CC)C1C (configuration not stated) | 7.1% | -18% | ? | ? | i | -7% | -55% | 24% | -17%
CCCC(=O)Nc1c(-c2cccs2)c(=O)c2ccccc2n1C | -1.0% | 5% | -16% | 0% | i | 6% | -19% | -6% | 9%
Cc1c(Cc2ccccc2)c(=O)oc2cc(OCC(=O)N3CCC(C(N)=O)CC3)ccc12 | 4.6% | 3% | -5% | 28% | i | 5% | -20% | 9% | 2%
COc1cccc(N2CC(C(=O)Oc3ccc4ccccc4c3)CC2=O)c1 (configuration not stated) | 1.9% | 2% | 0% | -1% | i | 2%[57.1 µM] | 4% | 11% | -3%
CC(=O)NC(CC(=O)NCC(c1ccco1)N(C)C)c1ccccc1 (configuration not stated) | 2.5% | 3% | -6% | 3% | i | -3% | 1% | -6% | -6%
CCNC(=O)NC(=O)C(C)Sc1nc2cc(C(=O)OC)ccc2c(=O)n1-c1ccccc1 (configuration not stated) | 0.1% | · | 0% | 3% | ? | -4% | 5% | -18% | 10%
O=C(Nc1cccc(-c2nnco2)c1)c1cccs1 | 5.3% | -17% | -10% | -6% | i | 6% | -19% | -5% | ·
CCOC(=O)C1(CCOc2ccccc2)CCN(Cc2cnc(C)[nH]2)CC1 | 0.3% | ? | 14% | 20% | i | -14% | -22% | 1% | -7%
O=C(c1ccc2c(c1)OCO2)N(CC1CCCO1)C1(C(=O)NC2CCCC2)CCCCC1 (configuration not stated) | -0.8% | 4% | -1% | -1% | ? | 3% | -10% | -16% | -11%
O=C(OCC(=O)N1CCc2ccccc21)c1nc(Cl)ccc1Cl | ? | 8% | -13% | -1% | i | 0% | -13% | 2% | 10%
CCOc1ccccc1CNC(=O)c1nc(-c2ccc(Cl)cc2)n2c1CCCCC2 | 2.9% | 23µM* | ? | · | i | · | -25% | -10% | -2%
Cc1cc(C(=O)OCC(=O)Nc2cc(Cl)ccc2C)c(C)o1 | -0.9% | -4% | ? | 9% | i | 7% | -4% | 3% | -11%
c1ccc2c(c1)nc(NCCN1CCOCC1)c1nncn12 | -0.1% | -3% | ? | 0% | i | -5% | -17% | -3% | 6%
CCc1cccc(NC(c2nnc(-c3ccccc3)o2)c2ccc(F)cc2Cl)c1 (configuration not stated) | 8.6% | -28% | ? | · | i | · | -21% | 0% | 5%
Oc1ccc[n+](CCCCC[n+]2cccc(O)c2)c1 | -0.3% | 0% | 2% | 9% | i | -1% | -4% | 7% | ·
CCCOc1cccc(C2C(C(=O)c3ccc(C)o3)=C(O)C(=O)N2CCN2CCOCC2)c1 (configuration not stated) | -0.8% | 7% | 17% | 10% | i | 12% | 1% | -10% | 0%
CCOC(=O)c1cnn2c1[nH]c(=O)c1ccccc12 | 1.8% | · | 15% | -20% | i | -13% | -56% | 8% | 30%[activator]
CCC(C)c1ccccc1NC(=O)COc1ccc(-n2cnnn2)cc1 (configuration not stated) | -2.3% | -5% | -4% | 9% | i | -23% | 1% | 10% | 6%

# More structures.
Compound | Nrf2 ARE act | Nrf2 inh | TGFb SMAD3 inh | MCF10A rereplic | S2 tox | EPAC2 antag | HepG2 viability | A549 tox | ATXN2 expr inh
O=C(NCc1ccccc1F)Nc1ccc([N+](=O)[O-])cc1 | 0.1% | ? | 2% | 2% | i | 21% | -8% | -17% | -11%
O=C(Oc1ccc2ccccc2c1)c1ccccc1 | 5.5% | ? | -8% | 2% | i | -2% | 3% | ? | 10%
Nc1ccccc1OCCOc1ccccc1N | 0.4% | 21% | -21% | 12% | i | -6% | -7% | 0% | 30%
COc1ccc(N2C(=O)CC(NCc3ccc(F)cc3)C2=O)cc1 (configuration not stated) | -0.1% | 8% | 2% | -8% | i | -6% | 11% | -4% | -3%
Cc1ccc(S(=O)(=O)C(C#N)c2nc3ccccc3nc2N2CCN(C)CC2)cc1C (configuration not stated) | -0.2% | ? | ? | ? | · | -16% | -27% | ? | ·
CC(=O)Nc1cccc(N(C)C)c1 | 0.0% | 15% | 0% | 18% | i | -4% | -30% | 12% | 7%
O=C(COC(=O)/C=C/c1ccc(OC(F)F)cc1)NCc1cccs1 | -0.2% | -10% | -4% | -8% | i | 14% | -17% | 1% | 10%
CCOC(=O)C1(C(=O)OCC)NC(=O)CC1CC (configuration not stated) | -0.1% | 11% | 19% | 3% | i | 6% | 6% | 0% | 2%
O=C(NCCc1ccccn1)c1ccc(OC(F)F)cc1 | -2.3% | ? | 15% | -2% | i | 5% | -16% | 3% | ?
CC(=O)Nc1ccc(S(=O)(=O)NC2(C(F)(F)F)C(=O)Nc3c2c(=O)[nH]c(=O)n3Cc2ccco2)cc1 (configuration not stated) | 0.7% | 2% | -3% | -5% | i | 12% | 6% | 1% | 7%
O=C(N/N=C/C=C/c1ccco1)/C(=C/c1ccccc1)NC(=O)c1ccccc1 | 25% | 7% | 6% | 6% | i | 7% | -28% | -9% | -8%
COc1ccc(OCc2cccc(C(=O)Nn3cc([N+](=O)[O-])cn3)c2)cc1 | -2.3% | ? | -19% | -186%[0.0737 µM] | i | 10% | -3% | -4% | 1µM*
COC(=O)c1ccc(NC(=O)CCNS(=O)(=O)c2cccc3nonc23)cc1 | 0.6% | 9% | -12% | 0% | i | 16% | 1% | -1% | -7%
COc1ccc(Cl)cc1NC(=O)CN(C)C(=O)CN1C(=O)NC(C)(c2ccc3ccccc3c2)C1=O (configuration not stated) | 3.1% | 11% | ? | ? | i | 2% | -9% | -15% | -9%
CCOC(=O)C(CCCOc1ccccc1)C(=O)OCC | 0.4% | 2% | -27% | 0% | i | -5% | 6% | -1% | -8%
COc1ccc2c(c1OC)C(=O)OC2 | 0.0% | 4% | 5% | -9% | i | 0% | -1% | 2% | 7%
O=C(O)C1CCCCC1C(=O)Nc1ccccc1C(=O)N1CCN(c2ccc(F)cc2)CC1 (configuration not stated) | 2.4%[9.22 µM] | 7% | 0% | -3% | i | 5% | -21% | 0% | 7%
CC1Cc2ccccc2N1CC(=O)NCc1ccccc1Cl (configuration not stated) | -0.6% | 9% | 8% | 3% | i | 9% | 0% | ? | 0%
O=c1[nH]c2ccccc2nc1-c1c[nH]c2ccccc12 | 19% | 9% | -13% | 25% | · | 2% | -14% | 1% | 3%
COc1ccc(Nc2cc(C(=O)NCCCN(C)c3ccccc3)c3ccccc3n2)c(OC)c1 | 4.8% | · | ? | · | i | · | 1% | -7% | 2%

# Next results follow:
Compound | Nrf2 ARE act | Nrf2 inh | TGFb SMAD3 inh | MCF10A rereplic | S2 tox | EPAC2 antag | HepG2 viability | A549 tox | ATXN2 expr inh
COCCCNC(=O)CN1C(=O)COc2ccc(S(=O)(=O)N3CCCC3)cc21 | 0.7% | 11% | 0% | · | i | · | 0% | 13% | 15%
CC1CN(C(=O)Nc2cccc(Cl)c2)C2(CCCCCC2)O1 (configuration not stated) | 1.1% | -21% | 4% | 6% | i | 10% | -2% | 8% | ·
O=C(NC(=S)Nc1ccc(S(=O)(=O)Nc2ncccn2)cc1)c1cccc(Br)c1 | ? | -14% | 0% | -2% | i | 3% | -10% | -3% | -8%
COc1ccc(-c2nn(CCC#N)cc2C(=O)Nc2ccccn2)cc1OC | 0.4%[9.22 µM] | -19% | 10% | -10% | i | -1% | -2% | 1% | -28%
CC(C)CN1C(=O)C(=O)N(CC(=O)Nc2cc(Cl)ccc2Oc2ccccc2)C1=O | 2.6% | 23µM* | 21% | 1% | i | -19% | 4% | ? | ·
O=C(NCc1ccncc1)c1ccc(-c2ccc(F)c(F)c2)c2ccoc12 | 1.0% | · | -14% | · | i | -8% | -37% | · | -22%
O=C(Nc1ccccc1N1CCOCC1)c1csc2c1CCCC2 | 3.4% | -2% | -1% | 8% | i | ? | -5% | 5% | 10%
CCNC(=O)C1CCCN(C(=O)c2ccccc2F)CC1 (configuration not stated) | -0.8% | · | -5% | · | i | -5% | 1% | · | 10%

# This is a subset; rates above refer to the full screens.
